Assay outcomes (PubChem)
TEAD-YAP block – TEAD-YAP interaction inhibition, primary screen, TEAD-YAP interaction inhibitor project, luminescence, HEK-TIYL cells; TEAD-Gal4/YAP UAS-luciferase luminescence; inhibition, % at 9.12 µM; actives 1.4% (n = 640,000); AID 1259422, 2018; in the data active = inhibition above about 32%;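 note: 0% = median of test compound wells and 100% = reference inhibitor wells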
FBW7 activator – FBW7 E3 ligase activators, primary screen, biochemical, AlphaScreen, human. normalized activity (activation), % at 26.1 µM. AlphaScreen FBW7–phospho-cyclin E peptide binding, activator screen. actives 0.13% (n = 650,000). F-box/WD repeat-containing protein 7 (Homo sapiens), Q969H0. AID 1259310, 2017; in the data active = normalized activity above about 1.9%;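 note: purified mutant Fbw7 with reduced substrate affinity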
Target sequence (Q969H0 whole entry, looked up): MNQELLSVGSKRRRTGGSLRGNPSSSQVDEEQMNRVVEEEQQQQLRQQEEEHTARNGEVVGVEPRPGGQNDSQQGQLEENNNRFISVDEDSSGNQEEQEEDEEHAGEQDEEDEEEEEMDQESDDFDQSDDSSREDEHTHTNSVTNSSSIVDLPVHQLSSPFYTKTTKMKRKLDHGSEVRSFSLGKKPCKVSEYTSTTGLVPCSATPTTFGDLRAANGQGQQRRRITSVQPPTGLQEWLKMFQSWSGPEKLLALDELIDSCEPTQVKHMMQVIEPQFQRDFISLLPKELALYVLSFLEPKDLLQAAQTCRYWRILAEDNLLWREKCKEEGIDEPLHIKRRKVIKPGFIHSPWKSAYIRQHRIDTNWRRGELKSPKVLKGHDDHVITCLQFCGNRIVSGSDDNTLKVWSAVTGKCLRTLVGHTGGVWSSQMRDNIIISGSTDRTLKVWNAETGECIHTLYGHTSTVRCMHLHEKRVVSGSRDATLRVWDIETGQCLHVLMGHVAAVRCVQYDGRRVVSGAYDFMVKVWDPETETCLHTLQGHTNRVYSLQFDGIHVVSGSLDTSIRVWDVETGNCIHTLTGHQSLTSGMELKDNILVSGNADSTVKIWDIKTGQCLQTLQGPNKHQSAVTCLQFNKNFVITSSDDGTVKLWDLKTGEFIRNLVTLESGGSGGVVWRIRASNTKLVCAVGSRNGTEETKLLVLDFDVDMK
MITF primary – MITF inhibitors, primary screen, biochemical, AlphaScreen, human. AlphaScreen MITF homodimerization, bead proximity signal. inhibition, % at 2.6 µM. actives 0.91% (n = 650,000). AID 1259374, 2018; in the data active = inhibition above about 50%;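 note: 0% = vehicle wells with protein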
GPR151 ag – activators of human GPR151, primary screen, cell-based, PathHunter beta-arrestin, luminescence. PathHunter beta-arrestin GPR151 cells. actives 1% (n = 650,000). G-protein coupled receptor 151 (Homo sapiens), Q8TDV0. activation, % at 11.2 µM; in the data active = activation above about 4.9%;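 note: 0% = median of compound wells and 100% = cells with positive control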
Active calls of the source: *.

1: O=c1nc2n(-c3ccc4ccccc4c3)c3ccc([N+](=O)[O-])cc3cc-2c(=O)[nH]1
2: Cc1cccc(CC(=O)Nc2cnn(-c3cccc(C(=O)NC4CCN(C(=O)OC(C)(C)C)CC4)c3)c2)c1
3: Cc1ccc(NC(=O)C2CCCN2S(=O)(=O)c2ccc3c(c2)C(C)(C)C(=O)N3C)cc1 (configuration not stated)
4: O=C(Cn1nnc(-c2ccccc2NC(=O)c2ccccc2F)n1)NC1CCCCC1
5: COc1ccccc1C(O)c1nccn1C (configuration not stated)
6: CC1CCCN(C(=O)Cn2c(=O)oc3cc(S(=O)(=O)N4CC(C)CC(C)C4)ccc32)C1 (configuration not stated)
7: COc1cc(Nc2cc(NCc3nc4ccccc4[nH]3)ncn2)cc(OC)c1OC
8: Cc1cccc(NS(=O)(=O)c2cc(Cl)ccc2Cl)n1
9: CC1CCC(N2CCN(C(=O)c3ccc(F)cc3)CC2)CC1 (configuration not stated)
10: COC(=O)c1ccc(-c2ccc(/C=C3\Sc4ccccc4C3=O)o2)cc1

Compound	1	2	3	4	5	6	7	8	9	10
TEAD-YAP block	5	7	4	-11	6	9	7	10	0	8
FBW7 activator	-0.1	-0.1	0.3	0.3	0.0	-0.3	0.2	0.2	-0.1	-0.2
MITF primary	3	10	16	-2	6	-5	-1	7	38	12
GPR151 ag	-0.2	-0.8	1.6	-1.0	-0.6	0.2	1.6	-0.4	-2.5	0.1

11: Cc1ccc2c(c1)c(-c1ccccc1)c(-c1ccccc1)n2CCC#N
12: CC(NC(=O)C(CC(N)=O)NC(=O)OC(C)(C)C)c1ccccc1 (configuration not stated)
13: COc1ccc(C2Nc3ccccc3S(=O)(=O)N2Cc2ccccc2)cc1OC (configuration not stated)
14: COc1ccc2nc3oc(C(=O)NCc4ccccn4)cc3cc2c1
15: COc1cccc(NC(=O)CSc2nc3cc4c(cc3c(=O)n2CCCC(=O)NCCc2ccc(OC)c(OC)c2)OCO4)c1
16: COc1cccc(CCNC(=O)c2ccc(NC(=O)c3cn(C)nc3OC)cc2)c1
17: CC1CCN(c2c(NCC3CCC(C(=O)NC4CCCC(C)C4C)CC3)c(=O)c2=O)CC1 (configuration not stated)
18: COc1ccc(OCC(O)CN2C(=O)c3ccccc3S2(=O)=O)cc1 (configuration not stated)
19: COc1ccc(OC)c(Nc2nc(Cl)nc(Nc3cc(OC)ccc3OC)n2)c1
20: Cc1nc(N2CCC(C)CC2)c2c3c(sc2n1)CCCC3

Compound	11	12	13	14	15	16	17	18	19	20
TEAD-YAP block	1	12	-5	2	7	5	2	0	-4	0
FBW7 activator	0.0	0.1	0.1	-0.5	-0.1	0.0	0.0	0.7	-0.3	0.0
MITF primary	2	2	20	1	-4	-1	7	14	21	8
GPR151 ag	-0.1	0.3	-1.6	-0.3	0.4	-0.4	0.2	-1.8	0.1	0.5

21: CNc1ccccc1C(=O)OCc1ccc([N+](=O)[O-])cc1Cl
22: COC(=O)c1c(C)[nH]c(C(=O)NC(C)C23CC4CC(CC(C4)C2)C3)c1C (configuration not stated)
23: O=S(=O)(N/N=C/c1ccccc1)c1ccccc1
24: COc1ccc(Br)cc1C1C(C#N)=C(N)OC2=C1C(=O)CC(C)(C)C2 (configuration not stated)
25: O=C(NCC(c1ccco1)S(=O)(=O)c1cccs1)c1cccs1 (configuration not stated)
26: COc1ccc(C2CC(=O)C3=C(C2)Nc2ccccc2NC3c2ccc(F)c(F)c2)cc1OC (configuration not stated)
27: CC(=O)c1ccc(COc2ccc([N+](=O)[O-])cc2)cc1
28: Cc1csc(SCC(=O)c2c(N)n(CC(C)C)c(=O)n(C)c2=O)n1
29: COc1cccc(C2CC(c3ccc(OC(F)F)cc3)n3ncnc3N2)c1 (configuration not stated)
30: CCOC(=O)C1(CCOC)CCN(CCC(C)c2ccc(C)o2)CC1 (configuration not stated)

Compound	21	22	23	24	25	26	27	28	29	30
TEAD-YAP block	4	-1	9	15	4	6	-64	9	4	-4
FBW7 activator	0.1	0.0	0.1	0.0	-0.4	0.0	0.0	-0.1	0.3	0.0
MITF primary	12	-9	8	14	-4	-7	2	2	13	11
GPR151 ag	-0.3	1.4	1.0	1.0	2.7	1.7	-0.4	1.1	0.2	-0.7

Entries shown so far that have a Cl atom (3):
8: Cc1cccc(NS(=O)(=O)c2cc(Cl)ccc2Cl)n1
19: COc1ccc(OC)c(Nc2nc(Cl)nc(Nc3cc(OC)ccc3OC)n2)c1
21: CNc1ccccc1C(=O)OCc1ccc([N+](=O)[O-])cc1Cl

Compound	8	19	21
TEAD-YAP block	10	-4	4
FBW7 activator	0.2	-0.3	0.1
MITF primary	7	21	12
GPR151 ag	-0.4	0.1	-0.3

Going on with the list:
31: O=C(Nc1cccc(N2CCNC2=O)c1)C1CC12CCN(CCc1ccccc1)CC2 (configuration not stated)
32: Cc1ccccc1-c1nnc(CN2CCc3ccccc3C2)o1
33: CCCCN(CC)Cc1c(O)ccc2c(=O)c(-c3ccccc3OC)coc12
34: CCOc1ccc(C(=O)Nc2ccc(-n3nncc3C(C)(C)C)cc2)cc1
35: Cc1nc(NC(=O)c2sc3nc4c(C)cccc4cc3c2N)sc1C
36: O=C(Nc1ccc(F)cc1)C1CC(=O)N(c2ccc(Br)cc2)C1 (configuration not stated)
37: CCOC(=O)C1CCC(CN(Cc2ccccc2)S(=O)(=O)c2ccc(C(C)(C)C)cc2)CC1 (configuration not stated)
38: COc1cccc(OCC(=O)Nc2ccc(S(=O)(=O)Nc3ccccc3Cl)cc2)c1
39: CC(=O)Nc1ccc(NC(=O)CCCc2nc(-c3cccc(C)c3)no2)cc1
40: CCN(Cc1ccccc1)C(=O)Cn1ncc2c1-c1cc(C)ccc1OC2

Compound	31	32	33	34	35	36	37	38	39	40
TEAD-YAP block	-9	7	14	0	-11	-9	-5	2	17	8
FBW7 activator	0.1	-0.1	0.4	0.0	-0.2	-0.2	0.1	0.3	-0.1	-0.1
MITF primary	2	-3	10	2	15	-12	-8	14	2	6
GPR151 ag	0.3	-0.1	-0.6	0.5	-1.0	0.1	-1.1	0.5	-1.8	0.9

41: COc1ccc(O)c(/C=N/NC(=O)CNC(=O)c2cccc(F)c2)c1
42: NS(=O)(=O)c1ccc(NSc2ccccc2[N+](=O)[O-])cc1
43: COc1ccc2c(c1)-c1nc(/N=C/c3ccc(O)c(OC)c3)sc1CC2
44: Cc1cc(C(=O)N(C)C(Cc2ccccc2)C2CCN(Cc3cccnc3)CC2)n(C)n1 (configuration not stated)
45: CSc1cccc(C(=O)Nc2nc3c(Br)cccc3s2)c1
46: Cc1ccccc1Oc1nc2ccccn2c(=O)c1/C=C(\C#N)C(=O)NCc1ccccc1
47: Fc1cccc(/C=N/N2CCN(c3ccccc3)CC2)c1
48: Cc1ccc2oc(-c3cc(NC(=O)c4ccc([N+](=O)[O-])o4)ccc3Cl)nc2c1
49: CC(C)COC(=O)c1cccc(N2C(=O)c3ccccc3C2=O)c1
50: Cc1cc(C)cc(OCC(=O)NNC(=O)c2ccc3ccccc3c2O)c1

Compound	41	42	43	44	45	46	47	48	49	50
TEAD-YAP block	3	0	-13	1	-10	26	-24	6	-3	4
FBW7 activator	-0.2	0.0	-0.1	-0.1	-0.1	0.1	0.4	0.0	-0.1	1.4
MITF primary	2	14	-9	-8	-2	-3	23	1	5	-7
GPR151 ag	-1.1	1.2	0.2	2.8	2.6	-0.2	3.3	0.3	2.5	-1.2

51: COc1ccc(N2C(=O)c3ccc(C(=O)OCC(=O)c4ccc([N+](=O)[O-])cc4)cc3C2=O)cc1
52: COc1ccccc1C(C(=O)NC1CCCC1)N(C(=O)c1csnn1)C1CC1 (configuration not stated)
53: CC1(C)CC(=O)C=C(Nc2ccc(Cl)cc2)C1
54: Cc1ccc(Oc2ccc(C(F)(F)F)cc2NC(=O)c2cccnc2)cc1
55: COc1ccc(C(=O)Nc2cccc(-c3nc4ncccc4o3)c2)cc1
56: CC1CCC(NC(=O)c2cc(S(=O)(=O)N3CCCCC3)c[nH]2)CC1 (configuration not stated)
57: CCCCn1c(SCc2ccccc2F)nc2ccsc2c1=O
58: Cc1ccc(NC(=O)CC(C)CC2=NS(=O)(=O)c3ccccc3N2)cc1 (configuration not stated)
59: O=C(Nc1ccc(CN2CCOCC2)cc1)c1ccc([N+](=O)[O-])o1
60: Cc1cc([N+](=O)[O-])ccc1NC(=S)NC(=O)c1ccco1

Compound	51	52	53	54	55	56	57	58	59	60
TEAD-YAP block	4	0	-8	5	1	2	1	-2	-6	-8
FBW7 activator	0.1	0.1	-0.2	-0.1	0.2	-0.2	0.1	-0.1	-0.1	0.2
MITF primary	7	26	-2	-2	-9	-3	2	-12	7	1
GPR151 ag	-1.2	-0.5	-1.9	-0.8	1.6	-0.2	-0.8	0.0	-1.0	-0.8

Other records.
Results follow in this order: TEAD-YAP block, FBW7 activator, MITF primary, GPR151 ag
(61) S=c1nc[nH]c2c1oc1ccc(Br)cc12
 : 1, 0.0, 4, 0.8
(62) COC(C(=O)Nc1ccc(S(=O)(=O)Nc2c(C)cccc2C)cc1)c1ccccc1 (configuration not stated)
 : 3, -0.1, -3, -0.1
(63) CCCCCCc1cc2cc(-c3cn4ccccc4n3)c(=O)oc2cc1O
 : 3, 0.1, 5, -0.9
(64) Cc1ccc(N(CCCN2C(=O)c3cccc4cccc(c34)C2=O)C(=O)C23CC4CC(CC(C4)C2)C3)c(C)c1
 : 2, -0.1, -2, 1.0
(65) O=C(N/N=C/c1ccc(O)cc1O)c1ccc2ccccc2n1
 : 12, -0.1, -37, -0.2
(66) CC(=O)Nc1ccc(Oc2ccc(NC(C)=O)c(N)c2)cc1N
 : 6, 0.4, 8, 2.0
(67) O=C1[C@@H]2C[C@H](NCc3ccc(F)c(F)c3)CN2C(=O)[C@@H]2CCCN12
 : -21, -0.2, -7, -0.4
(68) O=C(CCC1(Cc2ccc3c(c2)OCO3)CCC(=O)N1)NCC1OCCc2ccccc21 (configuration not stated)
 : -7, -0.3, 7, -0.8
(69) Cc1ccc(NC(=O)N(CCCN2CCOCC2)Cc2cccnc2)cc1C
 : -1, 0.2, 12, -0.6
(70) CC(C)CN1C(=O)C(=O)N(CC(=O)N2CCOCC2)C1=O
 : 2, 0.5, -2, -0.9
(71) O=c1oc2ccc(Br)cc2cc1-c1csc(-c2cc3cc(Br)cc(Br)c3oc2=O)n1
 : 5, 0.3, -14, 1.5
(72) O=C(NC1CCCC1)C1CCCN(c2ncccn2)C1 (configuration not stated)
 : -4, 0.3, 18, 0.0
(73) Cc1cc(NC(=O)c2c(F)cccc2F)nc2c1c(=O)oc1ccccc12
 : 4, -0.1, 1, 1.1
(74) COC(=O)c1cc(OC)c(OC)cc1NC(=O)c1cccs1
 : 10, 0.0, 12, 0.2
(75) CC(CNc1cnn(C23CC4CC(CC(C4)C2)C3)c(=O)c1Cl)c1ccccc1 (configuration not stated)
 : -3, -0.2, 2, -1.0

Reformatted: entries from further up.
cpd | SMILES | TEAD-YAP block | FBW7 activator | MITF primary | GPR151 ag
37 | CCOC(=O)C1CCC(CN(Cc2ccccc2)S(=O)(=O)c2ccc(C(C)(C)C)cc2)CC1 (configuration not stated) | -5 | 0.1 | -8 | -1.1
38 | COc1cccc(OCC(=O)Nc2ccc(S(=O)(=O)Nc3ccccc3Cl)cc2)c1 | 2 | 0.3 | 14 | 0.5
39 | CC(=O)Nc1ccc(NC(=O)CCCc2nc(-c3cccc(C)c3)no2)cc1 | 17 | -0.1 | 2 | -1.8
40 | CCN(Cc1ccccc1)C(=O)Cn1ncc2c1-c1cc(C)ccc1OC2 | 8 | -0.1 | 6 | 0.9
41 | COc1ccc(O)c(/C=N/NC(=O)CNC(=O)c2cccc(F)c2)c1 | 3 | -0.2 | 2 | -1.1

Going on with the list:
Results follow in this order: TEAD-YAP block, FBW7 activator, MITF primary, GPR151 ag
(76) O=C(O)c1ccccc1SC1CC(=O)N(c2ccccc2Br)C1=O (configuration not stated)
 : 4, -0.1, 18, -1.4
(77) Oc1ccc(CCNc2nc(Nc3ccc(C(F)(F)F)cc3)nc3nc[nH]c23)cc1
 : 3, -0.2, 0, 3.9
(78) Cc1sc2[nH]c(=O)n(-c3ccc(F)cc3)c(=O)c2c1C
 : 12, 0.1, 20, 1.0
(79) CCOc1ccc(NC(=O)c2cc3n(n2)C(C(F)(F)F)CC(c2ccc(OC)c(OC)c2)N3)cc1 (configuration not stated)
 : 0, -0.2, -4, 3.0
(80) O=C(CC1CCCC1)NCCn1nc(-c2cccs2)ccc1=O
 : -3, -0.1, 14, 0.2
(81) CCCCCOC(=O)CSc1nnc(-c2ccc(OC)cc2)o1
 : 4, 0.0, -12, 0.4
(82) O=c1cc(-c2ccccn2)[nH][nH]1
 : -50, -0.6, 114*, -3.2
(83) Cc1[nH]nc2nc(SCc3cc(=O)n4ccccc4n3)n(-c3cccc(Cl)c3)c(=N)c12
 : -16, -0.1, 1, 0.3
(84) CC(C(=O)Nc1cccnc1)N(c1ccc(Cl)cc1)S(C)(=O)=O (configuration not stated)
 : 4, 0.4, 13, -1.3
